UPR XBP1 act: activators of adaptive arm of unfolded protein response (XBP1) | AID 463104 | actives 0.33% (n = 330,000) | CHO-XBP1 luciferase reporter, IRE1-XBP1 UPR activation, luminescence; percent of tunicamycin response, DMSO as zero | activation, % at 20 µM;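 active = versus positive control, 20 µM dose yields 30% or more activation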;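 also: 100% = tunicamycin at 10 µg/mL and 0% = DMSO only wells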
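Assay system: CHO-XBP1 luciferase reporter cells; Schedule: 6 h treatment, 37 °C; Detection: glow luminescence from Steady-Glo reagent; Benchmarks: high control tunicamycin 10 µg/mL final, low control DMSO vehicle only.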
APJ antagonist: blocks the human apelin receptor APJ; P35414; CHO-K1 APJ beta-arrestin complementation, luminescence; inhibition, % at 20 µM; actives 0.32% (n = 330,000);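 active = inhibition above about 40% at 20 µM, limit read from the data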;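 also: cells challenged with 10 nM apelin-13 agonist together with compound; plate controls were apelin-13 plus DMSO wells for no effect and DMSO wells lacking apelin-13 for full effect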
UPR CHOP act: apoptotic UPR (CHOP) activation; CHO-CHOP luciferase reporter, luminescence; percent of tunicamycin response over DMSO baseline; activation, % at 10 µM; actives 0.34% (n = 330,000);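 active = at 10 µM dose, activation of 40% or more, normalized to positive control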;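 also: 100% = tunicamycin at 10 µg/mL and 0% = DMSO alone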
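Assay system: CHO-CHOP cells, stable luciferase reporter of PERK-eIF2a-CHOP signalling / Buffer or medium: F12 plus 10% serum / Compound dosing: one dose, 10 µM in 0.5% DMSO / Times: 6 h compound treatment, 37 °C / Technique: luciferase luminescence / Read-out: % reporter activation, DMSO baseline versus tunicamycin full activation / Benchmarks: tunicamycin and DMSO controls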
Mdm2-MdmX inh: inhibitors of human Mdm2/MdmX interaction; actives 3% (n = 330,000); SaOS-2 split-luciferase Mdm2/MdmX complementation, luminescence; inhibition, % at 8 µM;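 active = inhibition of at least 50% at 8 µM in the primary screen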
Target sequence (O15151 whole entry, looked up): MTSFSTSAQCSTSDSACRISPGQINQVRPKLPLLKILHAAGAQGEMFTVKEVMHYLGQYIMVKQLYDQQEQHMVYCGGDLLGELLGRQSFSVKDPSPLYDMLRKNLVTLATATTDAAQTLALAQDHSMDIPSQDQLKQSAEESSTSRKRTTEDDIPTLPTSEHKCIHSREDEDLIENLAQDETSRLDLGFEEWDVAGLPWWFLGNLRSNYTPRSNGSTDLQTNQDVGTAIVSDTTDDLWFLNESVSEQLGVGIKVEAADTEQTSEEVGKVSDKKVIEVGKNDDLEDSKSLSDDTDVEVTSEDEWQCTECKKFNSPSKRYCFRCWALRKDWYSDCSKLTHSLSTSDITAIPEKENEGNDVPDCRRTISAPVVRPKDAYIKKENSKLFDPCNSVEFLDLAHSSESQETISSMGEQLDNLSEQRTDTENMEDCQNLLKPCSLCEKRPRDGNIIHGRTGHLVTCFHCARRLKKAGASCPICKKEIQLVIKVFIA
Target sequence (Q00987 whole entry, looked up): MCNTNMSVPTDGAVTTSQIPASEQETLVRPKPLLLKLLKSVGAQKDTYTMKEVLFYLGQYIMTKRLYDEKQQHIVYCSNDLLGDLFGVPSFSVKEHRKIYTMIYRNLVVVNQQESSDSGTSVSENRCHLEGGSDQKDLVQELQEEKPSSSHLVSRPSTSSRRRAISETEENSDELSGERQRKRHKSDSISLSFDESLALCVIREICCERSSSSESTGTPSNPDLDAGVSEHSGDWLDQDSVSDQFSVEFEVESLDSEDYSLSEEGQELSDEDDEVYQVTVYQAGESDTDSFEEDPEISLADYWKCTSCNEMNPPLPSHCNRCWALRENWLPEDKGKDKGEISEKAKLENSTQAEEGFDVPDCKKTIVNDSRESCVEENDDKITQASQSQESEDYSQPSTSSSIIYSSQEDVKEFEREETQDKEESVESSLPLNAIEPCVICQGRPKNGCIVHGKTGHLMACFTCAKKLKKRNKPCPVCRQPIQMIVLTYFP
EBI2 antag: blocks human EBI2 receptor beta-arrestin signaling | EBI2 beta-arrestin recruitment, luminescence, 7a,25-OHC stimulated | AID 651636 | inhibition, % at 5 µM | actives 0.81% (n = 360,000) | P32249; in the data active = inhibition above about 38%;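 also: enzyme fragment complementation signal reports receptor beta-arrestin coupling in cells; 0% = agonist plus DMSO wells and 100% = wells without agonist; some results beyond the cut were filed as inactive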
APJ agonist: APJ receptor agonism; activation, % at 20 µM; CHO-K1 APJ PathHunter beta-arrestin, luminescence; 0% DMSO wells, 100% apelin; P35414; actives 0.11% (n = 330,000); AID 2520;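 active = activation more than six SD over the plate average, tested at 20 µM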;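 also: 0% = DMSO alone and 100% = apelin-13 at 10 nM; some results filed as inactive read as strong as hits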
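Assay system – PathHunter CHO-K1 APJ (AGTRL-1) beta-arrestin reporter cells · Compound – one dose, 20 µM compound, 1% DMSO · Timing – compound 90 min 25 °C, reagent 1 h · Measured by – luminescence from split beta-galactosidase complementation, Galacton Star/Emerald II substrate · Measure – beta-arrestin recruitment to APJ as agonist activity, luminescent signal · Benchmarks – DMSO vs Apelin-13 10 nM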
tim23-1 inh: inhibits growth of tim23-1 mutant yeast. S. cerevisiae tim23-1 growth, BacTiter-Glo luminescence, 24 h. inhibition, % at 20 µM. actives 1.3% (n = 330,000). AID 463212;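 active = growth inhibition of the mutant yeast at or above 50%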;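 also: temperature-sensitive mutant grown at 25 °C; plate controls were DMSO-treated mutant yeast for no effect and medium wells lacking yeast for full effect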
CCR6 antagonist: CCR6 (human) receptor antagonism; actives 0.49% (n = 340,000); P51684; CHO-K1 CCR6 PathHunter beta-arrestin, luminescence, CCL20-stimulated; inhibition, % at 20 µM;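 active = compounds whose inhibition of the agonist-driven luminescence signal at 20 µM reaches about 50%, limit read from the data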;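 also: cells stimulated with CCL20 at 14 nM final; plate controls were DMSO with CCL20 for no effect and DMSO without agonist for full effect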
CXCR6 block: inhibitors of human CXCR6 receptor. O00574. CHO-K1 PathHunter CXCR6 beta-arrestin, luminescence. inhibition, % at 20 µM. actives 0.36% (n = 360,000). AID 602244; in the data active = inhibition above about 34%, passing the limit was not always enough;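 also: antagonist mode with CXCL16 agonist at 10 nM final; 0% = 10 nM CXCL16 with DMSO and 100% = unstimulated wells without agonist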
Active calls of the source: *. The list is partial; count on the stated rates, not on these rows.

SMILES	UPR XBP1 act	APJ antagonist	UPR CHOP act	Mdm2-MdmX inh	EBI2 antag	APJ agonist	tim23-1 inh	CCR6 antagonist	CXCR6 block
CCC(C(=O)N1CCOCC1)n1c(C(=O)OC)cc2occc21 (stereo unspecified)	0	16	-1.4	1	-17	-4	2	8	0
CN(Cc1ccc(F)cc1)C(=O)c1cccc(S(=O)(=O)N2CCN(c3ccccc3)CC2)c1	-4	-25	-0.6	34	3	-5	25	14	-14
CC(C)Cn1c(SCC(=O)N2CCN(S(=O)(=O)c3ccccc3)CC2)nc2ccccc21	0	12	1.2	17	22	-5	32	16	11
CC(C(=O)NCC1CCCCC1)N(C)Cc1ccc(Br)cc1 (stereo unspecified)	0	3	-1.5	-3	7	-2	23	15	-2
COCCN(C(=O)CSc1cc(C)c2ccccc2n1)c1c(N)n(CC(C)C)c(=O)[nH]c1=O	-1	-9	-1.7	0	-4	-3	11	-6	6
CC(C)OCCCNS(=O)(=O)c1ccc2c(c1)oc(=O)n2C	5	-3	-0.2	8	1	6	-12	2	-4
CCCc1cc(C(=O)OC)c(NC(=O)CCC(=O)O)s1	-4	-10	1.1	-11	-10	-2	12	-4	-2
COc1ccc(NC(=O)N2CCC(n3cnc4ccccc43)CC2)cc1	1	16	3.6	13	38	-5	-6	-2	-7
CC(=O)Nc1ccc(SCCCC(=O)c2ccccc2)cc1	4	-7	6.2	4	0	-4	39	8	0
CCC(C)(C)NC(=O)C(c1ccccc1Cl)N(Cc1cccnc1)C(=O)CCC(=O)Nc1cc(C)on1 (stereo unspecified)	-2	3	-2.0	30	2	-2	-2	13	2
COc1cc(C(=O)N/N=C/c2ccc3c(c2)c2ccccc2n3C)ccc1O	-2	-4	-0.2	47	4	6	-7	23	-1
COC(=O)CNC(c1ccccc1)c1cc(Br)ccc1NS(=O)(=O)c1ccccc1 (stereo unspecified)	-2	9	1.8	23	5	-1	22	1	-2
Brc1ccccc1-c1csnn1	-2	7	3.0	-42	-1	1	5	9	1
CCC1(C)NC(=O)N(/N=C/c2ccc(C)s2)C1=O (stereo unspecified)	-4	18	4.2	-29	-3	-4	9	8	-3
CCN(CC(=O)NCCc1ccc(S(N)(=O)=O)cc1)Cc1nc2ccccc2c(=O)[nH]1	2	12	-1.1	18	-5	-9	3	4	10
C=CCOc1ccccc1/C=N/NC(=O)Cc1ccccc1	-3	15	1.0	14	1	1	25	3	1
CN1CCN(c2ccccc2NC(=O)c2cc(Br)ccc2Cl)CC1	-4	-3	-1.8	9	1	-3	15	-2	-3
Cc1ccc(/C=N/NC(=S)NCCc2ccccc2)s1	4	6	-1.1	16	36	-1	-3	10	-4
Nc1c(N(Cc2ccco2)C(=O)c2ccc(Cl)cc2)c(=O)[nH]c(=O)n1Cc1ccccc1	-3	11	-3.1	-4	-8	-4	60*	0	0
CCC(Oc1ccccc1)C(=O)Nc1ccccc1OC (stereo unspecified)	-1	-7	-0.6	-20	15	-6	10	9	-4
COc1ccc(NC(=O)COc2ccccc2Cc2ccccc2)cc1S(=O)(=O)N1CCOCC1	1	-10	0.8	21	11	-1	21	7	7
COC(=O)c1c(NC(=O)Cc2cccs2)sc2c1CCC(C)C2 (stereo unspecified)	25	-3	5.2	-9	9	0	2	6	0
COCCn1c(/C=C/c2ccccc2)nc2ccccc21	3	-4	2.9	-144	2	-2	25	22	3
Cc1ccc(CNc2ccc(N3CCOCC3)cc2)s1	-1	-7	0.9	-121	-4	1	7	-1	-2
COC(=O)COc1ccc2c(=O)c(Oc3ccccc3Br)coc2c1	0	3	0.8	-3	15	-6	1	-11	-8
O=C(COC(=O)/C=C/c1cccc([N+](=O)[O-])c1)Nc1cccnc1Cl	2	9	1.3	5	-11	-6	26	16	-2
Cc1ccc(OCC(=O)Nc2ccc([N+](=O)[O-])cc2)cc1	-2	-15	0.4	-19	2	-1	10	-5	-2
COC(=O)C(C)(C)NC(=O)c1cccs1	3	10	0.1	-10	0	0	-1	-8	2
CCOc1ccc(C(=O)Nc2nc(C)c(C(=O)OC)s2)cc1	2	-4	4.3	42	1	0	3	0	-3
COc1cccc2cc(C(=O)Nc3cccnc3N3CCOCC3)c(=O)oc12	3	3	0.7	9	3	0	19	10	-5
CCOc1cc(/C=C/c2cc(C(=O)O)c3ccccc3n2)ccc1OC	4	-13	4.4	22	-11	2	7	2	-4
FC(F)(F)c1cc(Nc2ccccc2)nc(-c2ccccn2)n1	-3	4	0.7	6	-17	-3	51*	14	6
COCCNC(=O)CCc1nc2cccnc2n1Cc1ccc(OC)cc1	1	8	-0.7	-1	-10	-2	10	8	-9
CC1(C)Cc2c(c(=S)nc(-c3ccccc3)n2CCOCCO)CO1	-4	16	-1.4	22	-15	-4	-7	11	1
CN(C)c1ccc(C2N(c3ccc(F)cc3)C(=O)C3CCCN32)cc1 (stereo unspecified)	3	2	-0.4	12	-5	-4	7	0	-3
COc1ccc(CN(C)CC(=O)Nc2cc3oc4ccccc4c3cc2OC)c(OC)c1	-1	6	0.6	25	10	-2	-23	7	5
O=C(Nc1cccc(/C=C/c2ccccn2)c1)c1ccc(-n2cncn2)cc1	4	-17	1.7	13	-9	4	-3	-8	-8
CCCc1nc(Cl)c(C#N)c2c1CCCC2	6	8	-1.0	14	5	-2	0	14	6
CN(C)c1ccc(CN(C(=O)c2cccs2)C2CCS(=O)(=O)C2)cc1 (stereo unspecified)	4	6	0.5	4	6	-2	8	5	1
O=C(NNC(=S)NC(=O)c1ccc(F)cc1)c1ccncc1	-1	20	1.6	22	-9	-2	-13	15	26
c1ccc2c(c1)CCc1ccccc1C2=C1CCNCC1	-1	17	1.7	67*	7	-5	14	11	0
O=C(CNC(=O)c1nc[nH]c1C(=O)N1CCNCC1)OCc1ccccc1	-1	14	0.5	-4	-12	5	14	17	-5
Cc1ccc(C)c(S(=O)(=O)N2CCN(C(=O)c3ccc(OCc4c(C)noc4C)cc3)CC2)c1	-2	-38	0.3	19	-7	-6	9	12	2
COc1ccc2c(c1)c(/C=N/Nc1ccc(C(=O)O)cc1)c(C)n2C	-3	-14	-5.1	7	8	-3	18	-4	-10
O=S(=O)(Nc1cc(S(=O)(=O)N2CCOCC2)ccc1NCC1CCCO1)c1ccccc1F (stereo unspecified)	-2	-5	-0.6	12	1	-4	1	0	11
CN(c1ccccc1)S(=O)(=O)c1ccc(Cl)c(C(=O)Nc2ccccc2N2CCOCC2)c1	-4	8	0.0	21	11	-2	21	14	1
c1ccc(-c2nnc(-c3ccccn3)nn2)nc1	-5	-36	-2.5	-37	-7	10	37	1	-9
COC(=O)c1ccc(NC(=O)c2ccc3nc(C)sc3c2)cc1	-4	6	-1.8	13	1	-1	2	7	-2
NNC(=O)c1ccc([N+](=O)[O-])c(CS(=O)(=O)c2ccc(Cl)cc2)c1	-2	-24	-2.3	7	0	6	14	2	-2
COc1ccccc1NC(=O)N1c2ccc(F)cc2CCC1C (stereo unspecified)	3	-11	-0.3	-5	6	-2	28	9	9
CC(=O)Nc1ccc(NC(=O)C(C)OC(=O)CCCN=C2NS(=O)(=O)c3ccccc32)cc1 (stereo unspecified)	-1	22	-0.5	1	-3	-4	-12	13	0
COC1(NS(=O)(=O)c2ccc(Br)cc2)C(C)=CC(=O)C=C1C	0	-1	0.0	6	5	-4	19	47	25
COc1ccc(-c2cc(C(F)(F)F)c(C#N)c(SCC(=O)O)n2)cc1	-4	5	-0.2	6	-4	-6	9	-2	7
COc1ccc2[nH]c3c(c2c1)CCNC3=O	-2	1	-1.4	71*	2	-3	12	1	-17
COc1ccc(-c2csc(N3CCN(C(=O)c4ccco4)CC3)n2)cc1	0	9	0.5	2	2	0	21	6	-14
O=C(Nc1ccc2c(c1)OCO2)c1cccc2c1C(=O)N(Cc1cccnc1)C2	3	4	1.9	-1	-5	-2	20	18	8
Cc1ccc2c(c1)NC(=O)c1cc([N+](=O)[O-])ccc1O2	2	-6	-1.3	6	-5	-1	0	9	-2
O=C(C1CCCO1)N1CCN(S(=O)(=O)c2cc(C(F)(F)F)ccc2Cl)CC1 (stereo unspecified)	-1	-20	-1.6	-6	-9	1	-2	8	-7
CCOC(=O)C1CCN(C(=O)N(CC)CC)CC1	0	16	-1.0	-39	-11	-2	2	17	-3

Rewritten with two lines to a compound: 13 of the compounds above
Screens in order – UPR XBP1 act | APJ antagonist | UPR CHOP act | Mdm2-MdmX inh | EBI2 antag | APJ agonist | tim23-1 inh | CCR6 antagonist | CXCR6 block
CCC(C(=O)N1CCOCC1)n1c(C(=O)OC)cc2occc21 (stereo unspecified)
 : 0 | 16 | -1.4 | 1 | -17 | -4 | 2 | 8 | 0
CN(Cc1ccc(F)cc1)C(=O)c1cccc(S(=O)(=O)N2CCN(c3ccccc3)CC2)c1
 : -4 | -25 | -0.6 | 34 | 3 | -5 | 25 | 14 | -14
CC(C)Cn1c(SCC(=O)N2CCN(S(=O)(=O)c3ccccc3)CC2)nc2ccccc21
 : 0 | 12 | 1.2 | 17 | 22 | -5 | 32 | 16 | 11
CC(C(=O)NCC1CCCCC1)N(C)Cc1ccc(Br)cc1 (stereo unspecified)
 : 0 | 3 | -1.5 | -3 | 7 | -2 | 23 | 15 | -2
COCCN(C(=O)CSc1cc(C)c2ccccc2n1)c1c(N)n(CC(C)C)c(=O)[nH]c1=O
 : -1 | -9 | -1.7 | 0 | -4 | -3 | 11 | -6 | 6
CC(C)OCCCNS(=O)(=O)c1ccc2c(c1)oc(=O)n2C
 : 5 | -3 | -0.2 | 8 | 1 | 6 | -12 | 2 | -4
CCCc1cc(C(=O)OC)c(NC(=O)CCC(=O)O)s1
 : -4 | -10 | 1.1 | -11 | -10 | -2 | 12 | -4 | -2
COc1ccc(NC(=O)N2CCC(n3cnc4ccccc43)CC2)cc1
 : 1 | 16 | 3.6 | 13 | 38 | -5 | -6 | -2 | -7
CC(=O)Nc1ccc(SCCCC(=O)c2ccccc2)cc1
 : 4 | -7 | 6.2 | 4 | 0 | -4 | 39 | 8 | 0
CCC(C)(C)NC(=O)C(c1ccccc1Cl)N(Cc1cccnc1)C(=O)CCC(=O)Nc1cc(C)on1 (stereo unspecified)
 : -2 | 3 | -2.0 | 30 | 2 | -2 | -2 | 13 | 2
COc1cc(C(=O)N/N=C/c2ccc3c(c2)c2ccccc2n3C)ccc1O
 : -2 | -4 | -0.2 | 47 | 4 | 6 | -7 | 23 | -1
COC(=O)CNC(c1ccccc1)c1cc(Br)ccc1NS(=O)(=O)c1ccccc1 (stereo unspecified)
 : -2 | 9 | 1.8 | 23 | 5 | -1 | 22 | 1 | -2
Brc1ccccc1-c1csnn1
 : -2 | 7 | 3.0 | -42 | -1 | 1 | 5 | 9 | 1

Assay outcomes deposited in PubChem BioAssay by Sanford-Burnham Center for Chemical Genomics.
